# Screening data deposited in PubChem by several laboratories.
# M4 PAM: positive allosteric modulators of human muscarinic M4 receptor; P08173; CHO-K1 hM4/Gqi5, Fluo-8 calcium fluorescence, ACh EC20; 0% = ACh EC20, 100% = maximal ACh; activation, % at 3 µM; 0.4% of 360,000 active; AID 624126;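 active = activation above its plate's cutoff, the mean activation of sample wells plus 3 SD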; also: some results filed as inactive read as strong as hits
# TAAR1 agonist: human TAAR1 agonism. Q96RJ0. 0.99% of 360,000 active. CHO RD-HGA16 TAAR1, Fluo-8 calcium fluorescence; vehicle wells 0%, saturating PEA agonist 100%. activation, % at 3 µM;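 active = activation above the mean activation of all test compounds in the run plus 3 SD, cut at about 38% in these data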
# Target sequence (Q96RJ0 whole entry, looked up): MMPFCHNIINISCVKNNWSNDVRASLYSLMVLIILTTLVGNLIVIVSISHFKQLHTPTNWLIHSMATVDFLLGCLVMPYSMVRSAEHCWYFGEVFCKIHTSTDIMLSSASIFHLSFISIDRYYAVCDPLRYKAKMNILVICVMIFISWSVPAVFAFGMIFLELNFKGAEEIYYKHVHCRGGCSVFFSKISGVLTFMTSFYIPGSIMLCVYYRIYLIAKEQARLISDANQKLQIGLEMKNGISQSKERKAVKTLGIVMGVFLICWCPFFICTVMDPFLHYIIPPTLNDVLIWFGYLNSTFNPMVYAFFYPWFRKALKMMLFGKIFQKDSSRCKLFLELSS
#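 System: CHO-derived RD-HGA16 cells with stable Gα16 and human TAAR1 / Times: 17-24 h plating, Fluo-8 75 min 37 °C, 30 min RT / Technique: calcium-sensitive Fluo-8 signal, excitation 470-495, emission 515-575 nm / Measure: % activation relative to PEA EC100 response / Benchmarks: DMSO and PEA EC100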
# CHRM5 agonist: agonists of human muscarinic M5 receptor (CHRM5) | P08912 | CHO-K1 hM5 cells, Fluo-8 calcium fluorescence; 0% DMSO wells, 100% maximal acetylcholine response | activation, % at 3 µM | 0.19% of 360,000 active | AID 624037;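 active = activation above the run's mean over test compounds plus 3 SD, cut at about 23% in these data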;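 also: signal is peak over basal fluorescence ratio across the kinetic read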
# Target sequence (P08912 whole entry, looked up): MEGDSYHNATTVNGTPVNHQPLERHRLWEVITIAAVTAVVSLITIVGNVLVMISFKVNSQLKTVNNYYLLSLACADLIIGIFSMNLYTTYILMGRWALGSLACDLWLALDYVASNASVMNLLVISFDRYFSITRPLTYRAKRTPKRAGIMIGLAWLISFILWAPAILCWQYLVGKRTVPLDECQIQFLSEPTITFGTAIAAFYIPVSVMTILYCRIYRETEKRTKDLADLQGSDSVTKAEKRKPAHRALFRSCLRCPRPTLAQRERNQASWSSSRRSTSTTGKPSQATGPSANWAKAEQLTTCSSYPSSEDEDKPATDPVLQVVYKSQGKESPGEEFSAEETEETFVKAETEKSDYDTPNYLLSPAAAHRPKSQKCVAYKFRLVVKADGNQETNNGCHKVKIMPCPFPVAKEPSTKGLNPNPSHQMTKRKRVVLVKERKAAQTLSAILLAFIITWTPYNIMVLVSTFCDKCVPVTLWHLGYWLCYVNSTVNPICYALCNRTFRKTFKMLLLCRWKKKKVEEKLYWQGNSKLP
# TAAR1 antag: antagonists of human TAAR1; CHO RD-HGA16 TAAR1, Fluo-8 calcium fluorescence, antagonist; inhibition, % at 3 µM; 1.5% of 360,000 active;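 active = inhibition above a per-plate cutoff, the mean inhibition of test compounds on that plate plus 3 SD, cut at about 49% in these data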;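 also: 0% = DMSO plus EC80 beta-PEA response and 100% = DMSO alone without agonist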
#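 Material: CHO RD-HGA16 cells bearing hTAAR1; compound dosing: one-point dosing, 3 µM nominal final; schedule: dye loading 75 min at 37 °C, then 30 min room temperature; measured by: calcium fluorescence with Fluo-8; control set: vehicle and agonist controls; replication: n of 1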
# M5 PAM: potentiates acetylcholine response at human M5 receptor; activation, % at 3 µM; P08912; 0.3% of 360,000 active; CHO-K1 hM5, Fluo-8 calcium, ACh EC20 PAM; 0% = ACh EC20, 100% = ACh EC100;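 active = activation above the run cutoff, the mean activation of all test compounds plus 3 SD, cut at about 18% in these data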
#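 Replicates: One well per compound, no replicates | System: Human M5 receptor in CHO-K1 cells | Benchmarks: Low control EC20 acetylcholine (0%), high control EC100 acetylcholine (100%) | Probe or stimulus: Acetylcholine, EC20 level | Times: Fluo-8 loading 80 min at 37 °C plus 30 min room temperature | Signal: Intracellular calcium via Fluo-8 fluorescence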
# CHRM5 antagonist: CHRM5 antagonism in calcium assay; 0.59% of 360,000 active; P08912; AID 624040; inhibition, % at 3 µM; CHO-hM5 cells, Fluo-8 calcium fluorescence, ACh EC80;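 active = inhibition above a per-plate cutoff, the mean of that plate's test compounds plus 3 SD, cut at about 27% in these data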;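 also: 0% = acetylcholine EC80 with DMSO and 100% = DMSO without agonist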
# CRFR2-BP ag: CRF-BP/CRF-R2 complex agonism; activation, % at 13.2 µM; 0.46% of 350,000 active; HEK293 CRF-R2/CRF-BP, calcium dye fluorescence (FLIPR); percent of saturating CRF peptide response; AID 588473;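 active = activation of at least 50%, plus an integration ratio under a set limit after plate pattern correction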;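 also: plate controls were neutral control wells without compound for no effect and CRF at EC100 for full effect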
# CHO-K1 Ca PAM: counter-screen for M1 PAMs: effect in parental CHO-K1 cells; ATP EC20, Fluo-8 calcium fluorescence; 0% at ATP EC20, 100% at ATP max; AID 602247; activation, % at 3 µM; 0.02% of 360,000 active;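 active = activation above the run cutoff, the mean activation of all test compounds plus 3 SD, cut at about 40% in these data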;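 also: peak over basal fluorescence ratio in a 140 s read after ATP addition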
# CRFBP-R2 block: CRF-BP/CRF-R2 complex antagonism; HEK293 CRF-R2/CRF-BP, CRF-induced calcium fluorescence; 0.59% of 350,000 active; AID 588475; inhibition, % at 11.8 µM;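 active = inhibition of the ligand-induced calcium signal above about 50% at the single tested concentration, limit read from the data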
# * marks the source's active call; other numbers are inactive results; · = not tested or not shown; & = joins results of further samples.
SMILES,M4 PAM,TAAR1 agonist,CHRM5 agonist,TAAR1 antag,M5 PAM,CHRM5 antagonist,CRFR2-BP ag,CHO-K1 Ca PAM,CRFBP-R2 block
Cc1cccc(C(=O)NNC(=O)CSc2nnc(C3CC3)n2C)c1,0,1,-2,7,3,11,0.4,-19,3
Cn1ncc2c(NCc3ccccc3)ncnc21,-4,10,3,-7,1,-1,0.0,-8,-28
COc1ccc(NC(=O)CN2CCOCC2)cc1,4,6,-5,-1,-5,4,-2.0,16,4
Cc1ccc(-c2nc(CS(=O)CC(=O)NC(C)CCc3ccccc3)c(C)o2)cc1 (stereo unspecified),-1,0,-4,-31,3,-12,-1.4,15,8
COc1ccc(NC(=O)Cc2ccc(-c3ccccc3)cc2)cn1,5,1,4,5,2,5,-1.4,15,-1
CCOc1ccccc1Nc1nc2ccc(C)cc2n2cnnc12,1,0,-1,-11,-2,9,6.8,9,2
COc1ccccc1CNC(=O)c1ccc2ccccc2n1,-12,-3,-5,-23,-3,6,-0.2,1,18
C[C@@H]1COc2cc(N3CCC[C@@H]3CO)ccc2S(=O)(=O)N1,0,0,2,-5,-7,1,·,19,·
CN1C(=O)/C(=C2/C=CC=CN2C)OC1=S,2,8,-6,7,0,-8,-0.1,10,3
O=C(CCc1nc2ccccc2c(=O)[nH]1)NNC(=O)COc1ccccc1Cl,3,3,0,-27,0,7,-0.5,10,0
Cc1ccc(S(=O)(=O)N2C[C@H]3C(=O)C[C@@H](c4cccc5ccccc45)N(S(=O)(=O)c4ccc(C)cc4)[C@H]3C[C@H]2c2ccc(Cl)cc2)cc1,8,2,2,-8,2,-16,1.9,7,-2
COc1cc2c(cc1OC)C(C)N(C(=O)c1cc(Cl)nc(Cl)c1)CC2 (stereo unspecified),2,0,-1,-10,-3,13,-3.0,1,-1
Cc1cccc[n+]1CC(=O)c1ccccc1,-4,0,-10,3,-2,4,5.6,1,21
O=C1CCCN1C(=O)CCC(=O)N1CCCC1=O,1,4,0,7,3,-2,-2.4,17,-6
CCNc1c(NS(=O)(=O)c2ccc([N+](=O)[O-])cc2)c(=O)oc2ccccc12,-4,8,0,10,7,1,-1.5,2,-3
COc1ccccc1/C=C/C(=O)NNC(=O)c1cccs1,1,2,-4,17,-4,6,-0.7,12,16
CCC(C)NC(=O)C(CCSC)NC(=O)c1ccccc1 (stereo unspecified),3,17,-1,15,1,-3,-2.4,0,4
Cn1c(N)c(C(=O)COC(=O)CCC(=O)c2ccc(F)cc2)c(=O)n(C)c1=O,2,4,-1,-25,8,17,0.6,-2,-19
COc1ccc(Cl)cc1C(=O)O/N=C(\N)c1ccncc1,-28,0,-1,-19,-12,19,-2.0,10,9
COc1ccc(NC(=O)c2nc[nH]c2C(=O)N2CCN(c3ccccc3)CC2)cc1,10,3,4,3,6,-8,-1.9,-9,-1
O=C(c1ccccc1)N1CCN(Cc2ccccc2Br)CC1,-3,7,-9,1,-5,-9,-0.3,1,-8
COc1ccc(C2Nc3cccc4cccc(c34)N2)cc1,12,-1,-2,10,-1,-7,-5.2,19,1
O=S(=O)(NC1CCCCC1N1CCN(c2ccccc2F)CC1)c1ccc(Cl)cc1 (stereo unspecified),-4,3,-3,-26,-1,-3,93*,-3,-66
CCOC(=O)C1CCCN(CCCc2ccccc2)C1 (stereo unspecified),-6&-17,0,-6&-7,5,-17&-22,12&20,-2.7&0.5,23&-10,25&5
CC(C)CCn1c(N2CCC(C(N)=O)CC2)nc2c1c(=O)[nH]c(=O)n2C,0,13,-4,1,-7,3,0.6,12,-4
CCCCn1c(SCC(=O)N2CCCC2=O)nc2cc(S(N)(=O)=O)ccc21,-2,9,1,-16,-8,4,0.3,-9,-3
O=C(CCCCCCC(=O)c1ccccc1)c1ccccc1,12,2,1,24,10,5,2.4,17,-1
COc1cc2c(cc1OC)C1(CCCC1)C(N)=C2C#N,5,7,-4,-4,6,-5,-0.9,10,-11
COC(=O)COc1ccc(-c2nccc(-c3ccc(Br)cc3)n2)cc1,0,-2,-4,-24,3,-1,-0.2,4,1
Cc1cccc(N(C(=O)c2csnn2)C(C(=O)NC2CCCCC2)c2ccccn2)c1C (stereo unspecified),-10,-1,-3,11,3,9,-0.2,-12,-2

# Printed as active in CRFR2-BP ag, of those listed so far:
Molecule | M4 PAM | TAAR1 agonist | CHRM5 agonist | TAAR1 antag | M5 PAM | CHRM5 antagonist | CRFR2-BP ag | CRFBP-R2 block
O=S(=O)(NC1CCCCC1N1CCN(c2ccccc2F)CC1)c1ccc(Cl)cc1 (stereo unspecified) | -4 | 3 | -3 | -26 | -1 | -3 | 93* | -66

# More results follow.
SMILES,M4 PAM,TAAR1 agonist,CHRM5 agonist,TAAR1 antag,M5 PAM,CHRM5 antagonist,CRFR2-BP ag,CHO-K1 Ca PAM,CRFBP-R2 block
O=[N+]([O-])c1ccc(N/N=C/c2c[nH]c3ccccc23)cc1,-10,25,3,89*,-18,28*,180*,-8,-226
Cc1c(CN(C)C(=O)c2sc3cc(Cl)ccc3c2Cl)cnn1C,-12,8,1,6,-16,2,-0.8,2,3
CCOC(=O)c1cc(NC(=O)C2CCCO2)cc(C(=O)OCC)c1 (stereo unspecified),10,3,2,4,1,0,-2.2,6,24
Cc1ccc(S(=O)(=O)Nc2c(C)n(C)n(-c3ccccc3)c2=O)cc1C(=O)NCc1ccco1,11,0,-2,-8,12,-11,-1.1,3,0
CCn1nc(C)c(C(=O)Nc2cc(Oc3cc(C)cc(C)c3)cc([N+](=O)[O-])c2)c1C,1,20,4,1,-1,5,1.0,12,-11
Cc1ccsc1CN(C)C(=O)C(NC(=O)c1cccc(S(=O)(=O)N2CCOCC2)c1)C(C)C (stereo unspecified),-4,3,-1,-7,-4,1,1.1,4,-10
Nc1ncc(CN2CCCC(C(=O)Nc3ccc(-c4ccco4)cc3)C2)cn1 (stereo unspecified),-1,0,-5,-10,-1,-2,-1.7,-7,8
O=C(C1CCC1)N1CCN(S(=O)(=O)c2ccc(F)cc2)CC1,10,1,-4,-6,-3,5,0.2,19,-2
COc1ccc(OC)c(/C=C/C(=O)c2ccc3c(c2)OCO3)c1,4,1,0,5,-1,1,-2.6,14,14
N#CCC(=O)NCC1(c2ccccc2)CCCC1,1,6,0,2,2,16,-0.6,-6,-8
Cc1cc(NC(=O)C2CC(c3cccc(Br)c3)=NO2)no1 (stereo unspecified),7,8,2,-18,-5,3,-0.6,21,-32
CCc1nc2ccc(C(=O)NCCOc3ccc(OC)cc3)cn2c1N(C)C(=O)Cc1ccccc1,-3,0,-1,-19,1,8,·,-13,·
CC(=O)NC1C(=O)N=C(SC(C)C(=O)Nc2cccc(Cl)c2)NC1=O (stereo unspecified),0,6,0,8,-3,-8,-0.7,12,-15
COc1cc(OC)cc(C(=O)N[C@H](C(=O)Nc2nc(-c3ccc(F)c(F)c3)cs2)C(C)C)c1,-3,12,-4,8,-7,8,-0.8,9,0
CCOC(=O)C(=NC(C)CC)NNc1cccc(C(F)(F)F)c1 (stereo unspecified),1,1,-4,-16,8,-2,-1.4,-9,-28

# 4 entries from above, with values under each structure:
# Every second line gives: M4 PAM | TAAR1 agonist | CHRM5 agonist | TAAR1 antag | M5 PAM | CHRM5 antagonist | CRFR2-BP ag | CHO-K1 Ca PAM | CRFBP-R2 block
Cc1ccsc1CN(C)C(=O)C(NC(=O)c1cccc(S(=O)(=O)N2CCOCC2)c1)C(C)C (stereo unspecified)
  -4 | 3 | -1 | -7 | -4 | 1 | 1.1 | 4 | -10
CCOC(=O)C(=NC(C)CC)NNc1cccc(C(F)(F)F)c1 (stereo unspecified)
  1 | 1 | -4 | -16 | 8 | -2 | -1.4 | -9 | -28
COc1ccc(OC)c(/C=C/C(=O)c2ccc3c(c2)OCO3)c1
  4 | 1 | 0 | 5 | -1 | 1 | -2.6 | 14 | 14
Cc1cc(NC(=O)C2CC(c3cccc(Br)c3)=NO2)no1 (stereo unspecified)
  7 | 8 | 2 | -18 | -5 | 3 | -0.6 | 21 | -32

# Next entries
SMILES,M4 PAM,TAAR1 agonist,CHRM5 agonist,TAAR1 antag,M5 PAM,CHRM5 antagonist,CRFR2-BP ag,CHO-K1 Ca PAM,CRFBP-R2 block
COc1ccc(N2C(=O)CCC(C(=O)N(C)CCc3ccccn3)C2c2ccc(OC)c(OC)c2)cc1 (stereo unspecified),-7,1,2,-15,-4,15,0.2,-2,-12
O=C1CCSc2ccc(Cl)cc2N1Cc1cccc(Cl)c1,0,10,-7,38,-9,8,1.8,4,13
COc1ccc(/C(C)=N/Nc2nc(C)cc(-c3ccccc3)n2)cc1,5,-2,-6,20,-11,-7,-0.6,7,-7
COC(=O)c1ccc(Oc2ccc(C(F)(F)F)cn2)cc1,0,1,-2,-6,1,0,-1.1,-7,6
Cc1ccc2nc(-c3ccccn3)cc(C(=O)Nc3ccc(S(=O)(=O)N4CCOCC4)cc3)c2c1,3,4,1,8,3,-6,-0.3,3,-18
Cc1nc(/C=C\C(=O)O)c2cc(C)oc2n1,5,1,-1,5,5,2,1.4,17,-4
COc1ccc(O)c(CN2CCC(n3nccc3NC(=O)C3CCCC3)CC2)c1,6,3,-2,-10,4,-13,0.2,-11,-9
O=[N+]([O-])c1ccc(Cl)cc1P(=O)(O)c1cc(Cl)ccc1[N+](=O)[O-],2,1,2,11,2,8,-2.1,17,15
COc1ccc(C(=O)NCCc2nnc3ccc(SCC(=O)NCc4ccc(F)cc4)nn23)cc1,6,1,0,-5,8,-8,1.6,-12,-2
COC(=O)c1cc(COC(=O)c2ccc(OC)c(S(=O)(=O)N3CCCC3)c2)oc1C,-1,5,-7,-4,-6,3,1.2,19,7
O=[N+]([O-])c1ccc(-c2csc(NN=C3CCCC3)n2)cc1,-9,4,-3,20,-12,5,-0.6,-8,-7
COc1ccc2nc(SCc3cccnc3)c(C#N)cc2c1,2,6,-1,1,-3,0,-0.6,11,5
CN(CC(=O)Nc1ccccc1Br)C(=O)CNC(=O)C1CCCCC1,3,1,2,-21,7,-3,-0.3,12,-1
O=C(Nc1ccccc1)C1CCN(C(=O)c2ccccc2)CC1,10,4,-2,-4,6,-4,-2.7,8,-4
Cc1ccc(-c2nnn(CC(=O)N(c3ccc(F)cc3)C(C(=O)NC(C)(C)C)c3ccco3)n2)o1 (stereo unspecified),-1,0,-8,-2,-1,6,-0.1,0,-2
CCOC(=O)C1=C(C)NC(C)=C(C(=O)OCC)C1c1cccc(C)n1,-6,2,-6,-13,2,7,-0.1,-19,2
CC(C)CCN(C(=O)C1=COCCO1)c1c(N)n(Cc2ccccc2)c(=O)[nH]c1=O,-1,4,2,-27,-3,5,1.5,-20,5
COC(=O)c1ccc(-n2c(C)cc(C(=O)CCl)c2C)cc1,-6,-1,-7,19,-2,7,0.1,11,1
Cn1c(=O)c2cc(NC(=S)NC3CC3)ccc2n1Cc1ccc(F)cc1,3,3,3,1,1,14,·,22,·
O=C(Nc1ccc(Cl)cc1)N1CCCN(Cc2ccc(F)cc2)C1,-4,34,-2,17,-7,5,-1.4,10,-39
CC(CC(=O)NCc1cccnc1)c1ccccc1 (stereo unspecified),-4,7,0,-2,-3,0,-2.9,4,22
